NOD1 NF-kB reporter: inhibition of NOD1-driven NF-kB reporter – cell-based, luminescence, uHTS, primary screen (AID 1578); NOD1-driven NF-kB luciferase reporter cells, luminescence; higher % means a stronger effect; inhibition, % at 4 µM; hits with a dose series show EC50 in µM; actives 1% (n = 290,000); in the data active = inhibition mostly above about 36%, no sharp cut-off; inactive = mostly below about 34%;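 also: HEK-293T reporter cells stimulated with the NOD1 agonist gamma-tri-DAP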
Dengue-2 NS5 capping: flavivirus cap methylation enzyme inhibition – biochemical, confirmation dose response, primary screen (AID 588689); Dengue-2 NS5 methyltransferase capping enzyme assay, biochemical; higher % means a stronger effect; one-dose inhibition, % at 25 µM; IC50 in µM for titrated hits; actives 0.3% (n = 340,000); in the data active = a potency from the dose series; inconclusive = inhibition above about 29% without an active follow-up result
KOR beta-arrestin-1: kappa opioid receptor activators – cell-based, luminescence, uHTS, primary screen (AID 1777) | KOR beta-arrestin recruitment, luminescence; higher % means a stronger effect | activation, % at 10 µM, or EC50 in µM where a hit was titrated | actives 0.02% (n = 280,000); in the data active = activation above about 50%, passing the limit was not always enough; also: a part of the inactive calls stands beside numbers as strong as those of hits
GPR35 antagonists: inhibition of zaprinast-stimulated GPR35 beta-arrestin translocation – imaging, U2OS, beta-arrestin-GFP, zaprinast agonist, primary screen (AID 2058); U2OS GPR35 beta-arrestin-GFP translocation imaging, zaprinast antagonism; higher % means a stronger effect; one-dose inhibition, % at 10 µM; IC50 in µM for titrated hits; actives 0.052% (n = 290,000);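 active = inhibition of at least 50% with at least 30 cells and total cytoplasm GFP at most 10,000,000; inconclusive = under 30 cells or total GFP of 10,000,000 plus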
KOR beta-arrestin-2: KOR antagonists, beta-arrestin recruitment, cell-based, luminescence, uHTS (AID 1778); KOR beta-arrestin recruitment, luminescence, antagonist mode; higher % means a stronger effect; inhibition, % at 10 µM, or IC50 in µM where a hit was titrated; actives 0.091% (n = 290,000); in the data active = inhibition above about 50%; also: strong numbers were not always called active
GPR55 activation: selective activators of receptor GPR55 – imaging, U2OS cells, beta-arrestin-GFP redistribution, primary screen (AID 1961); U2OS GPR55 beta-arrestin-GFP redistribution imaging; higher % means a stronger effect; activation, % at 10 µM; hits with a dose series show EC50 in µM; actives 0.048% (n = 290,000);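 active = activation above 40% with more than 50 cells counted in the well; inconclusive = wells holding fewer than 50 cells, flagged as toxic or sparse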;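 also: U2OS osteosarcoma cells stably expressing GPR55 and beta-arrestin-GFP; plate controls were DMSO negative control for no effect and LPI positive control for full effect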
GPR55 LPI antagonism: inhibition of LPI-stimulated GPR55 beta-arrestin translocation – imaging, U2OS, beta-arrestin-GFP, LPI agonist, primary screen (AID 2013); actives 0.13% (n = 290,000); one-dose inhibition, % at 10 µM; IC50 in µM for titrated hits; U2OS GPR55 beta-arrestin-GFP translocation imaging, LPI antagonism; higher % means a stronger effect;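 active = spots per cell inhibited over 60%, with over 100 cells counted and total cytoplasm intensity under 500,000; inconclusive = wells with under 100 cells, flagged as likely toxic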;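 also: U2OS cells stably carrying GPR55 and arrestin-GFP stimulated by 5 µM LPI near EC80; imaged beta-arrestin-GFP aggregate spots per cell after agonist stimulation; plate controls were LPI-stimulated DMSO wells for no effect and DMSO wells without LPI for full effect; some results filed as inactive read as strong as hits; confirmed hits need IC50 under 10 µM and bright autofluorescent wells are also inconclusive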
HIV peptide binding: inhibitors of HIV fusion peptide binding, primary screen, biochemical, uHTS, fluorescence dequenching (AID 1986) | one-dose inhibition, % at 20 µM; IC50 in µM for titrated hits | actives 0.3% (n = 290,000) | cell-free peptide binding, fluorescence dequenching, 30 min; higher % means a stronger effect; in the data active = inhibition mostly above about 52%, no sharp cut-off; inactive = mostly below about 76%; also: some results filed as inactive read as strong as hits
West Nile antiviral: inhibition of WNV-induced cytopathic effect – cell-based, CPE readout (AID 1621). actives 0.02% (n = 290,000). West Nile virus-infected cells, CPE inhibition; higher % means a stronger effect. CPE inhibition, % at 10 µM; hits with a dose series show IC50 in µM; in the data active = a potency from the dose series; inconclusive = CPE inhibition mostly from about 3.7% at the one dose, without a potency; inactive = the rest, 99 in 100 with CPE inhibition below about 2.2%; also: strong numbers were not always called active
Dengue-2 NS5 capping pilot replicate: further read-out of Dengue-2 NS5 capping, marked with its call; inhibition, %; measured here: pilot screen replicate inhibition
* hit, by the source's call; ? = inconclusive; · = no result given; & = joins results of further samples; [ ] = dose if it differs, or a comment. The list is partial (hit frequency here may not be typical).

SMILES	NOD1 NF-kB reporter	Dengue-2 NS5 capping	KOR beta-arrestin-1	GPR35 antagonists	KOR beta-arrestin-2	GPR55 activation	GPR55 LPI antagonism	HIV peptide binding	West Nile antiviral	others
COc1ccc(S(=O)(=O)Nc2ccc3c(c2)COC3=O)cc1OC	-20%	2%	-2.2%	1%	19%	0.0%	4%	2.0%	0.4%
Cc1ccc(N2C(=O)CC(Cn3nc(C)cc3C)C2=O)cc1 (stereo unspecified)	-7%	2%	-4.8%	4%	19%	-0.1%	9%	4.3%	·
Cc1ccc(NC(=O)NNC(=O)COc2ccc3ccccc3c2)cc1	-10%	1%	4.8%	8%	-6%	0.0%	-30%	0.0%	0.3%
Cc1ccc(C)c(C(=O)CSc2n[nH]c(C(C)C)n2)c1	-20%	-12%	-4.2%	11%	10%	-0.1%	0%	0.0%	-0.3%
C/C(=N\NC(=O)c1ccc(Br)cc1)c1cccc(NC(=O)c2cccnc2)c1	-25%	-4%	-2.8%	-20%	3%[20 µM]	-0.1%	-2%	-1.9%	0.9%
Cc1ccccc1/C=C1\SC(=S)N(/N=C/c2cc([N+](=O)[O-])ccc2O)C1=O	-15%	-5%	-0.9%	-13%	-19%	0.6%	-11%	27%	0.2%
O=C(NCc1ccccc1)c1cccc(COc2ccc(Cl)cc2)c1	-24%	-12%	0.4%	12%	-12%	-0.1%	16%	-0.5%	-0.2%
CCOc1cc(-c2noc(-c3ccncc3)n2)cc(Br)c1OC	1%	-3%	6.2%	-5%	-8%	0.2%	-1%	0.7%	0.9%
CCOCCCNC(=O)C1CCN(S(=O)(=O)c2ccc(C)cc2)CC1	-37%	-8%	0.4%	-5%	-40%	-0.2%	-14%	0.8%	0.8%
N#CC(=C=[N-])c1nc2ccccc2nc1-[n+]1cccc(NC(=O)c2ccccc2)c1	-7%&0%	-6%	0.1%&7.3%	0%&7%	8%&-28%	-0.2%&-0.2%	-2%&7%	2.1%&8.0%	-0.1%&0.3%
COC(OC)C12c3ccccc3C(c3ccccc31)C1C(=O)N(c3cccnc3)C(=O)C12 (stereo unspecified)	-22%	1%	-0.4%	-11%	0%[20 µM]	-0.3%	12%	-0.3%	-0.8%
CCOC(=O)c1c(C)cc(C)n2c1nc1ccccc12	8%	0%	3.7%	-6%	-3%	-0.2%	0%	-1.3%	-0.3%
CC(C)[C@H](N)C(=O)NC[C@H](CC(=O)NC[C@H]1CC[C@H](C(=O)O)CC1)c1ccc(Cl)cc1	-8%	3%	-0.1%	10%	-20%	-0.1%	3%	-0.8%	0.5%
O=C(CN1N=C(c2ccccc2)CCC1=O)NCc1ccccc1	-20%	4%	-1.0%	-11%	-2%	0.6%	10%	0.9%	0.0%
CCOc1cccc2c1OC1(C)CC2NC(=O)N1c1cccc(Cl)c1 (stereo unspecified)	6%	-4%	-4.5%	-4%	27%	-0.1%	8%	0.8%	-0.6%
CC(=O)/C(N=Nc1c(C)n(C)n(-c2ccccc2)c1=O)=C(\C)O	-5%	-8%	-1.2%	-1%	26%	-0.3%	17%	0.7%	0.5%
CCNS(=O)(=O)c1ccc(Br)c(OC)c1	-11%	0%	0.7%	14%	-8%	-0.1%	4%	-0.4%	0.1%
CCOc1cc2[nH]c(=S)n(CCCC(=O)NCc3ccccn3)c(=O)c2cc1OCC	-11%	-2%	0.0%	11%	-34%	0.0%	-2%	-2.1%	-0.1%
CC(C)CCNC(=O)CN(Cc1cccs1)C(=O)CCC(=O)Nc1nccs1	-13%	-1%	-3.8%	-3%	32%	-0.4%	-3%	0.2%	-0.4%
O=C(Nc1ccc(CN2CCOCC2)cc1)c1cccc(F)c1	-37%	-1%	-3.0%	2%	20%	-0.2%	-4%	-0.1%	-0.5%
CC1CCN(c2ccccc2N)CC1	-10%	4%	-0.6%	-2%	-2%	-0.2%	2%	-2.2%	-0.1%	Dengue-2 NS5 capping pilot replicate=2.4
Cc1ccc(NC(=O)Cc2c[nH]c3ccccc23)cc1S(=O)(=O)N1CCCCCC1	-14%	-8%	1.8%	-9%	-3%	0.3%	8%	0.3%	-1.7%
COc1ccc(CCNC(=O)c2cc(C(=O)c3cc(C)ccc3O)cn(CCc3ccc(OC)cc3)c2=O)cc1	18%	4%	0.7%	-5%	-21%	0.0%	6%	0.3%	-0.2%
CCN(CC)C(=O)C1CCCN(C/C=C/c2ccccc2)C1 (stereo unspecified)	-27%	-3%	0.2%	10%	9%	0.9%	2%	-0.1%	-0.6%
Cc1c(NC(=O)CSc2ccccc2F)c(=O)n(-c2ccccc2)n1C	-25%	-2%	0.9%	5%	-27%	0.0%	-22%	-0.8%	0.5%
O=C(O)C1C2CCC(C2)C1C(=O)Nc1nc2ccccc2s1 (stereo unspecified)	-33%	-6%	-3.1%	1%	13%	0.0%	0%	-1.6%	-0.1%
COc1cccc(C(=O)NC2(C(F)(F)F)N=C3SCCN3C2=O)c1 (stereo unspecified)	-12%	-9%	-0.5%	-11%	5%	-0.2%	-19%	-1.5%	0.3%
Cc1nc(-c2ccccc2)cn2c1nc1ccccc12	-15%	-11%	-3.3%	4%	-4%	-0.2%	8%	0.4%	-1.1%
O=C(O)c1cccc([N+](=O)[O-])c1C(=O)Nc1ccc2ccccc2c1	-12%	7%	-4.3%	4%	-10%[20 µM]	0.3%	-2%	2.5%	-1.1%
O=C(COc1ccc([N+](=O)[O-])cc1)Nc1ccc2c(c1)nc1n2CCOC1	-88%	-7%	16%	10%	4%	-0.2%	15%	1.0%	-0.3%
CCCCC(=O)Nc1cc(-c2nc3ncccc3o2)ccc1C	-42%	-3%	-3.8%	-1%	-15%	0.2%	8%	-0.3%	-0.4%
CCC(=O)c1ccc(OCc2ccc(C(=O)OC)cc2)cc1	30%	-11%	38%	1%	0%	0.1%	16%	-2.3%	-0.2%
O=C(CN1CCN(S(=O)(=O)c2ccc(Br)cc2)CC1)Nc1ccc(F)cc1	13%	-5%	2.8%	-5%	6%	-0.3%	0%	0.7%	-0.2%
CCCS(=O)(=O)N1CCCC(C(=O)c2ccccc2OC)C1 (stereo unspecified)	-51%	-4%	-1.3%	3%	-5%	0.5%	0%	0.0%	-1.1%
CCc1cccc(NC(=O)NC(=O)Cn2nnc(C(=O)OC)c2C(=O)OC)c1	3%	3%	-4.6%	6%	-38%	-0.3%	1%	-2.6%	-0.3%
O=C(/C=C/c1ccco1)NC(=S)Nc1nc(-c2ccc(Cl)cc2)cs1	-38%	3%	-3.7%	13%	-24%	-0.3%	-4%	13%	2.1%
Cn1c(SCC(=O)Nc2nccs2)nnc1C12CC3CC(CC(C3)C1)C2	·	2%	3.9%	9%	4%	-0.1%	3%	3.5%	-0.1%
S=C(Nc1ccc(Cl)cc1)NC1CC2CCCC(C1)N2C1CC1 (stereo unspecified)	-3%	-7%	1.7%	11%	-21%	0.4%	7%	-2.1%	-0.9%
COc1cc(NS(=O)(=O)c2ccc(N/C=C(\C#N)c3nc4ccccc4o3)cc2)nc(OC)n1	8%	11%	-4.2%	-14%	33%	-0.1%	30%	-1.0%	-0.4%
O=C(O)CNS(=O)(=O)/C=C/c1ccccc1	-4%	-4%	1.2%	1%	18%	0.6%	6%	-1.6%	0.0%
CCOc1cc2[nH]c(=O)n(CC3CCC(C(=O)NCCCOC)CC3)c(=O)c2cc1OCC (stereo unspecified)	0%	0%	-4.2%	1%	8%	-0.2%	16%	0.7%	0.1%
CC(C)c1ccc(/C=C2\SC(=O)N(CC(=O)NCCCn3ccnc3)C2=O)cc1	-50%	3%	-4.7%	-22%	-9%	0.2%	9%	-0.9%	0.0%
CCOC(=O)C1CCN(c2cc3c(cc2NC(=O)c2ccccc2)n(C)c(=O)n3C)CC1	0%	2%	-3.0%	18%	-29%	-0.2%	-1%	0.4%	0.9%
Cc1c(Cl)c(C(F)(F)F)nn1CC(=O)NN	-28%	-3%	2.8%	3%	1%	0.6%	-9%	-1.5%	0.1%
C=CCOc1cccc(C2/C(=C(/O)c3ccc4c(c3)CC(C)O4)C(=O)C(=O)N2CCN2CCOCC2)c1 (stereo unspecified)	-16%	?	0.0%	2%	2%	0.6%	-21%	-0.2%	0.0%
CN(C)C1(CN=Cc2cc(Cl)cc([N+](=O)[O-])c2O)CCCCC1	-19%	13%	-1.9%	-12%	-14%	-0.2%	4%	26%	-0.9%
O=c1c(-c2ccc(Cl)cc2)[n+]([O-])c2ccccc2n1OCc1nc2ccccc2[nH]1	-14%	12%	4.7%	-6%	5%	-0.1%	7%	-1.0%	-0.5%
CCOc1ccc(C(=O)NCCc2cnc[nH]2)cc1OCC	6%	-3%	4.5%	-7%	-17%	-0.1%	-4%	0.2%	-0.2%
O=C(Nc1ccc(Br)cn1)c1coc(=O)c(Br)c1	-4%	-2%	0.5%	2%	10%	-0.1%	4%	11%	0.1%
COc1ccc(OCCCC(=O)Nc2nc(C)c(C(C)=O)s2)cc1	-31%	3%	·	4%	-17%[20 µM]	-0.1%	4%	-0.3%	-0.2%
Cc1cc(=O)[nH]c(SCC(=O)N(CCC#N)c2ccccc2)c1C#N	-32%	1%	-6.3%	0%	10%	0.6%	17%	-1.0%	0.4%
COc1ccc(-c2nc(C)c(C(C)=O)n2O)cc1OC	-1%	-2%	-5.2%	11%	12%	-0.5%	-4%	4.9%	0.6%
Cc1cc(C)n(CC(=O)n2nc(C)cc2C)n1	-11%	-2%	-0.9%	4%	9%	-0.2%	-3%	1.2%	·
CCOCCCNC(=O)c1cn2c3c(ccc(Cl)c3c1=O)OC(C)C2 (stereo unspecified)	-1%	-5%	4.8%	-2%	-26%	0.5%	11%	1.7%	0.0%
CC1CC(=O)N(CC(=O)Nc2cccc(F)c2)c2ccccc2S1(=O)=O (stereo unspecified)	25%	-2%	3.2%	-2%	-38%	-0.3%	-3%	-0.6%	-0.9%
S=c1[nH]nc(C2CCCCC2)n1/N=C/c1ccccc1Br	-3%	-4%	-0.3%	-16%	12%	0.4%	12%	2.9%	0.6%
CC(C)CN(C(=O)CN1CCN(c2ccccc2F)CC1)c1c(N)n(CC(C)C)c(=O)[nH]c1=O	1%	3%	-3.0%	-2%	2%	0.0%	-2%	0.9%	-0.2%
COc1cc2c(cc1OC)-c1cc(N3CCCCCC3)nc(=O)n1CC2	30%	-3%	-0.4%	14%	-74%	-0.3%	-3%	-0.7%	-0.1%

Source: PubChem
